# Screening data from PubChem.
# SENP7 inh = SENP7 protease inhibition | Q9BQF6 | recombinant SENP7, Z-RLRGG-aminoluciferin luminescence, 40 min | inhibition, % at 5 µM | hit rate 1.5% among 330,000;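 active means inhibition above about 50% at the single test dose, limit read from the data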;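 further: plate controls were DMSO with enzyme for no effect and no enzyme buffer wells for full effect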
# SENP1 FRET inh = SENP1 (human) catalytic domain inhibition; hit rate 0.21% among 360,000; recombinant SENP1 catalytic domain, CyPet-SUMO1-YPet FRET cleavage; AID 624204; Q9P0U3; inhibition, % at 10 µM;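 active means inhibition at least 30% at 10 µM, raw YFP signal under a set limit, fluorescence ratio 0.5 to 1.5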;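 further: 0% = enzyme with DMSO and 100% = no enzyme wells; some results filed as inactive read as strong as hits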
#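 Controls: no-enzyme wells low, DMSO-plus-enzyme wells high control. Test system: human recombinant His6-tagged SENP1 catalytic domain enzyme. Reagent: SFCypet-SUMO1-SFYpet FRET protein substrate, 25 nM final. Doses: one dose per compound, 10 µM, 0.5% DMSO. Detection: FRET, CFP and YFP emission. Timing: 50 min reaction at room temperature.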
# SENP6 block = SENP6 protease inhibition. hit rate 1.8% among 330,000. inhibition, % at 10 µM. Q9GZR1. Recombinant SENP6 catalytic domain, aminoluciferin luminescence;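 active means inhibition above about 50% at the single tested dose, limit read from the data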;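 further: plate controls were DMSO wells with enzyme for no effect and DMSO wells lacking enzyme for full effect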
# Apaf1 inhib = inhibitors of human Apaf-1 apoptosome; inhibition, % at 20 µM; reconstituted apoptosome caspase-3 activity, DEVD-Rh110 fluorescence; hit rate 0.71% among 330,000; O14727; active means inhibition of at least 40% at 20 µM;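 further: plate controls were DMSO wells for no effect and DEVD-CHO caspase inhibitor wells for full effect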
# Target sequence (O14727 whole entry, looked up): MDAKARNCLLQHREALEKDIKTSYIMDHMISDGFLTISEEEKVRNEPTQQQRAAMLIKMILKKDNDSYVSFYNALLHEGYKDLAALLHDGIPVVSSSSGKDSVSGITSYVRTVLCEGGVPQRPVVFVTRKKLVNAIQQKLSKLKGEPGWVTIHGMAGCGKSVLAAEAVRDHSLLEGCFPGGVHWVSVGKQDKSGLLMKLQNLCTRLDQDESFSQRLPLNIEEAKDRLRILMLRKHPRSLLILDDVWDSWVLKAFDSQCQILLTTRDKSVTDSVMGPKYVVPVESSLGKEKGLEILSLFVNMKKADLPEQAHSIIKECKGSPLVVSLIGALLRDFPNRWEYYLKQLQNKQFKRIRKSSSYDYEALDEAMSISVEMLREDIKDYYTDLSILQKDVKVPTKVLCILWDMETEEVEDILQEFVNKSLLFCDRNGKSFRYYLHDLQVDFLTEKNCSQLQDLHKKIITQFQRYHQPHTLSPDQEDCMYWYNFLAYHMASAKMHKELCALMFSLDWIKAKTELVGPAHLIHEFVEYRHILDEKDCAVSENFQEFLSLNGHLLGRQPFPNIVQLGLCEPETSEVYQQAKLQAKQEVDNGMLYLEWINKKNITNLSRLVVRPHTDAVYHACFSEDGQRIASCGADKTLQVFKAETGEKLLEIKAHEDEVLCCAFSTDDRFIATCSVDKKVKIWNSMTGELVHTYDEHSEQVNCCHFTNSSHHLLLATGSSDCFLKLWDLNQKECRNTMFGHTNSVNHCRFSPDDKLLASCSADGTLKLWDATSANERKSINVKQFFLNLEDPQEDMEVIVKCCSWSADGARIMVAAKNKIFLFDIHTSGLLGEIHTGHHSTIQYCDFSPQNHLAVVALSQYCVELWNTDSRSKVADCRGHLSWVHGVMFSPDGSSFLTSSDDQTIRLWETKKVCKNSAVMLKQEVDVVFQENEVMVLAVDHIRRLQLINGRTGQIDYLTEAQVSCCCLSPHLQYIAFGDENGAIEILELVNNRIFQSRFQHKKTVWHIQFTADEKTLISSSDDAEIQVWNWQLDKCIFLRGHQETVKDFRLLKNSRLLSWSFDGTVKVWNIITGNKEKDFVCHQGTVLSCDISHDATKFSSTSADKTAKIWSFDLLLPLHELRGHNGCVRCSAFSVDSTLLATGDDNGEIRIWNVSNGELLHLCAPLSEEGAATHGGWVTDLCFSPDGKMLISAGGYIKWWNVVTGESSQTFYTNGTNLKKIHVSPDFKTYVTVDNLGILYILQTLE
#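 Assay system: Apoptosome proteins | Medium: pH 7.5 Hepes buffer with CHAPS, BSA, DTT | Also added: Cytochrome c and DEVD-Rh110 substrate | Times: 30 min plus 50 min, RT | Detection: Rhodamine 110 fluorescence at Ex 480/Em 540 nm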
# PfG6PD inh = PfG6PD (Plasmodium falciparum) enzyme inhibition | PfGluPho enzyme, NADPH resazurin-diaphorase fluorescence | hit rate 0.78% among 350,000 | inhibition, % at 20 µM;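 active means inhibition reaching at least a set limit at 20 µM in the primary screen, cut at about 59% in these data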;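 further: 0% = DMSO wells with substrate and 100% = DMSO wells lacking glucose-6-phosphate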
# SENP8 block-1 = blocks human SENP8 cleavage of Nedd8 substrate; Q96LD8; recombinant SENP8, Nedd8 substrate fluorescence; inhibition, % at 20 µM; hit rate 0.64% among 360,000; AID 602440; in the data active means inhibition mostly above about 40%, no sharp cut-off; inactive means mostly below about 27%
# NLRP3 yeast inh = inhibitors of NALP3 inflammasome in yeast | inhibition, % at 10 µM | hit rate 0.39% among 330,000 | Yeast reconstituted NLRP3/ASC/caspase-1, beta-gal luminescence, 24 h;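 active means inhibition of 50% or more; inactive means inhibition below 50%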;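 further: plate controls were induced DMSO wells for no effect and uninduced yeast grown without galactose for full effect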
# HKDC1 inhibitor = blocks human hexokinase HKDC1 activity. inhibition, % at 20 µM. recombinant HKDC1, G6PDH/diaphorase resazurin coupled fluorescence. hit rate 0.16% among 340,000;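 active means inhibition above about 35% when tested at 20 µM, limit read from the data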;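 further: plate controls were DMSO wells with enzyme for no effect and DMSO wells lacking enzyme for full effect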
#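 Incubation: 90 min at room temperature in dark / Material: recombinant HKDC1 (HK5) hexokinase enzyme, produced in-house / Quantity: enzyme 5 µg/mL final / Compound: one dose of 20 µM, 1% DMSO / Reagent: glucose and ATP substrates / Buffer or medium: Tris pH 8.0 buffer with MgCl2, Tween-20, BSA, BME / Technique: resorufin fluorescence at 613 nm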
# SENP8 block-2 = blocks the human protease SENP8; Q96LD8; purified SENP8, Z-RLRGG-aminoluciferin cleavage, luminescence; inhibition, % at 10 µM; hit rate 1.2% among 330,000; AID 2540; in the data active means inhibition above about 50%
# The depositor's hits bear a star; . = not tested or not shown.
Molecule,SENP7 inh,SENP1 FRET inh,SENP6 block,Apaf1 inhib,PfG6PD inh,SENP8 block-1,NLRP3 yeast inh,HKDC1 inhibitor,SENP8 block-2
CCc1ccc2oc(-c3cc(N)cc(C)c3O)nc2c1,54*,-26,79*,10,23,-110,22,1,75*
O=C(CSc1ncnc2ccccc12)c1ccc2c(c1)OCCO2,-9,-54,-7,-14,-5,-5,33,15,-22
CCOc1ccccc1N1CCN(C(=S)NCc2ccc(Cl)cc2)CC1,3,-1,9,18,23,16,9,-3,1
CCCc1cc(=O)[nH]c(SCC(=O)Nc2sc3c(c2C#N)CCC(C)C3)n1 (stereo not given),-10,-47,10,24,-23,-40,-2,10,-8
O=C(COC(=O)/C=C/c1ccccc1[N+](=O)[O-])Nc1ccc(OCc2ccccc2)cc1,-12,1,-29,6,-12,10,3,-8,-5
O=C1/C(=C/c2cccnc2)SC(=S)N1NS(=O)(=O)c1ccccc1,6,1,14,1,-4,9,14,-2,1
Cc1ccc(N2C(S)=C(C#N)C(=O)NC23CCCCC3)cc1,10,0,30,8,19,24,13,-1,13
CC(=O)N1CCN(S(=O)(=O)c2ccc(F)c(Cl)c2)CC1,-4,3,1,-16,9,12,15,-7,3
COCCNC(=S)N1CCc2cc(OC)c(OC)cc2C1COc1cc(C)cc(C)c1 (stereo not given),-3,0,-6,24,6,11,20,17,-21
Cc1nc2nc(COc3ccccc3)[nH]n2c(=O)c1Cc1ccccc1,-7,3,-3,20,-27,14,-5,10,-6
COc1ccc2oc(C(=O)Nc3nc4ccc(S(C)(=O)=O)cc4s3)c(C)c2c1,-14,-8,-3,2,-14,-442,0,1,4
CCOC(=O)c1sc(NC(=O)Cc2ccc(F)cc2)nc1C,-5,2,-2,-5,0,6,20,-5,-2
O=C(c1cc(F)ccc1F)C1CCCN(C(=O)CSc2ccccn2)C1 (stereo not given),-6,1,-4,-3,-7,13,9,-8,2
O=C(Nc1ccc(O)c2c(=O)cc(-c3ccccc3Cl)oc12)c1ccc(F)cc1,-8,1,-15,-1,-3,18,-7,-3,-6
Cc1ccc2nc3sc(C(=O)N4CCOCC4)c(N)c3cc2c1,3,-3,-5,12,84*,-64,5,3,-1
O=C(c1ccccc1F)c1cc2c(cc1[N+](=O)[O-])OCCO2,6,-1,5,4,9,24,-65,16,4
COc1ccc(-c2csc(-c3cccnc3)n2)cc1C,5,0,21,11,18,-172,-37,-1,5
COc1ccc(C(=O)NC(=S)NNC(=O)Cc2cccs2)cc1,7,-1,-3,5,-18,3,8,-9,0
CCOC(=O)c1c(-c2ccccc2)oc2ccc(OC(C)=O)cc12,1,1,-11,-2,-18,-264,23,5,-8
COC(=O)c1c(NC(=O)Cc2cccs2)sc(C)c1C,6,0,11,-14,-2,-20,21,-3,1
CCc1ccc(OCC(=O)Nc2ccc3c(c2)COC3=O)cc1,3,-2,13,9,5,3,1,0,0
COCCOc1ccc(C(F)(F)F)cc1NC(=O)CN1C(=O)NC2(CCc3ccccc32)C1=O (stereo not given),-5,-2,-3,8,19,1,16,3,3
O=C(Cc1cccc(NC(=O)C2CCCN(C(=O)C3CCCCC3)C2)c1)Nc1cccc(C(=O)N2CCCC2)c1 (stereo not given),-4,1,-1,13,-9,5,4,-3,-11
COc1ccc2oc3ccc(OC)cc3c(=O)c2c1,89*,-97,31,12,9,-270,-5,-1,62*

# As a short view, part of the list above.
Molecule,SENP7 inh,SENP1 FRET inh,SENP6 block,Apaf1 inhib,PfG6PD inh,SENP8 block-1,NLRP3 yeast inh,HKDC1 inhibitor,SENP8 block-2
O=C(c1ccccc1F)c1cc2c(cc1[N+](=O)[O-])OCCO2,6,-1,5,4,9,24,-65,16,4
COc1ccc(-c2csc(-c3cccnc3)n2)cc1C,5,0,21,11,18,-172,-37,-1,5

# Other compounds.
Molecule,SENP7 inh,SENP1 FRET inh,SENP6 block,Apaf1 inhib,PfG6PD inh,SENP8 block-1,NLRP3 yeast inh,HKDC1 inhibitor,SENP8 block-2
COc1ccccc1-c1nc(C#N)c(NCc2ccc(F)cc2)o1,9,0,2,5,1,-410,15,7,4
COc1ccc(C2Nc3ccccc3C(=O)N2NS(C)(=O)=O)c(OC)c1 (stereo not given),12,-7,9,6,-5,-282,-1,-4,7
O=C(CSc1nc2ccccc2c(=O)[nH]1)c1cccs1,1,1,5,-4,-28,8,16,0,-4
COc1ccc(CNC(=O)COC(=O)CN2C(=O)C(C)Oc3ccc(C)cc32)cc1 (stereo not given),-2,1,5,2,-4,10,3,-3,-7
CN(CC(=O)NCCC1=CCCCC1)S(=O)(=O)c1ccc2c(c1)c(=O)n(C)c(=O)n2C,-6,-1,-11,9,20,5,20,2,-7
CCN(CC)CC(=O)NN=C(c1ccccc1)c1ccccc1,2,1,10,2,15,35,15,-1,0
CSc1nc(C)cc(OCCNS(=O)(=O)c2ccc(C)cc2)n1,12,-9,-4,9,-10,14,15,-5,-2
O=C(CN1CCCc2ccccc21)N1CCc2ccccc21,2,-34,-17,8,7,-9,25,5,-4
NCc1cccc(-n2cccn2)c1,6,-7,-10,13,-9,14,39,-2,0
Cc1ccc2c(c1)c(-c1ccccc1)nc1nncn12,-2,4,-11,-1,-18,6,24,2,7
O=C1CCN(Cc2ccccc2)C(=S)N1,.,2,.,.,10,13,.,-8,.
CC/C(O)=C(\C#N)c1nnc2n1CCCCC2,-7,1,-11,-3,8,12,-3,-11,-13

# An excerpt from above in order of molecular weight, ascending:
Molecule,SENP7 inh,SENP1 FRET inh,SENP6 block,Apaf1 inhib,PfG6PD inh,SENP8 block-1,NLRP3 yeast inh,HKDC1 inhibitor,SENP8 block-2
NCc1cccc(-n2cccn2)c1,6,-7,-10,13,-9,14,39,-2,0
O=C1CCN(Cc2ccccc2)C(=S)N1,.,2,.,.,10,13,.,-8,.
CC/C(O)=C(\C#N)c1nnc2n1CCCCC2,-7,1,-11,-3,8,12,-3,-11,-13
COc1ccc2oc3ccc(OC)cc3c(=O)c2c1,89*,-97,31,12,9,-270,-5,-1,62*
Cc1ccc2c(c1)c(-c1ccccc1)nc1nncn12,-2,4,-11,-1,-18,6,24,2,7
O=C(CN1CCCc2ccccc21)N1CCc2ccccc21,2,-34,-17,8,7,-9,25,5,-4
O=C(CSc1nc2ccccc2c(=O)[nH]1)c1cccs1,1,1,5,-4,-28,8,16,0,-4
COC(=O)c1c(NC(=O)Cc2cccs2)sc(C)c1C,6,0,11,-14,-2,-20,21,-3,1
CCc1ccc(OCC(=O)Nc2ccc3c(c2)COC3=O)cc1,3,-2,13,9,5,3,1,0,0
CCOC(=O)c1c(-c2ccccc2)oc2ccc(OC(C)=O)cc12,1,1,-11,-2,-18,-264,23,5,-8
COc1ccc(C(=O)NC(=S)NNC(=O)Cc2cccs2)cc1,7,-1,-3,5,-18,3,8,-9,0
COc1ccc(C2Nc3ccccc3C(=O)N2NS(C)(=O)=O)c(OC)c1 (stereo not given),12,-7,9,6,-5,-282,-1,-4,7
COc1ccc(CNC(=O)COC(=O)CN2C(=O)C(C)Oc3ccc(C)cc32)cc1 (stereo not given),-2,1,5,2,-4,10,3,-3,-7
CN(CC(=O)NCCC1=CCCCC1)S(=O)(=O)c1ccc2c(c1)c(=O)n(C)c(=O)n2C,-6,-1,-11,9,20,5,20,2,-7
COCCOc1ccc(C(F)(F)F)cc1NC(=O)CN1C(=O)NC2(CCc3ccccc32)C1=O (stereo not given),-5,-2,-3,8,19,1,16,3,3
O=C(Cc1cccc(NC(=O)C2CCCN(C(=O)C3CCCCC3)C2)c1)Nc1cccc(C(=O)N2CCCC2)c1 (stereo not given),-4,1,-1,13,-9,5,4,-3,-11

# Further records:
Molecule,SENP7 inh,SENP1 FRET inh,SENP6 block,Apaf1 inhib,PfG6PD inh,SENP8 block-1,NLRP3 yeast inh,HKDC1 inhibitor,SENP8 block-2
O=c1c2ccccc2nc(SCCN2CCOCC2)n1CCc1ccccc1,2,1,-43,16,23,16,25,-8,10
Cc1ccnc(NS(=O)(=O)c2ccc(NS(C)(=O)=O)cc2)n1,5,2,-32,-19,-11,27,3,-2,2
CC1CC(=O)NC(=O)N1Cc1ccccc1 (stereo not given),.,-2,.,.,-5,18,.,-5,.
c1csc(-c2cc(N3CCCCC3)c3ccccc3n2)c1,1,-1,-8,23,-2,-213,22,3,1
CCOC(=O)C1CCCN(C2CCN(Cc3nc(Cc4ccccc4)no3)CC2)C1 (stereo not given),8,0,0,-72,-4,4,9,-3,4
COc1cc(/C=C2\SC(=S)N(CCCCC(=O)O)C2=O)ccc1OS(=O)(=O)c1ccc(C)cc1,-2,1,-18,33,-5,15,21,10,-4
COc1ccc(/C=c2\sc3nc(=O)c(C)nn3c2=O)c(OC)c1,-18,-5,-31,0,-19,-10,18,-2,-12
COc1cc2c(cc1OC)C(c1cccs1)N(C(=O)C(C)C)CC2 (stereo not given),-11,1,-20,9,-2,14,-9,1,-14
O=C(NCCC(=O)N(CCc1ccccc1)Cc1ccccc1)c1ccccc1Cl,4,0,-5,31,11,-7,5,-4,5
Cc1occc1C(=O)NCCCCc1ccccc1,2,-3,-14,4,5,14,8,-1,-8
Cc1cccc(NC(=O)CCSc2ccccn2)c1,1,-2,-6,-8,-2,12,17,-3,-3
COc1ccnc(Oc2ccc(C)cc2)c1C#N,4,-1,-2,1,-6,-1,12,-8,-18
CCCCN(CC)C(=O)c1cc2c(=O)[nH]c3ccc(C)cc3c2s1,-2,2,-18,31,19,-281,11,11,-5
Fc1cnc(N2CCOCC2)nc1N1CCOCC1,3,1,2,2,11,-32,18,-7,-4
CC[n+]1c(C=C2C=C(C)OC(C)=C2)sc2ccccc21,10,-82,6,8,22,25,7,-9,0
COc1ccc(C(CNS(=O)(=O)c2cccc(F)c2)N2CCCC2)cc1 (stereo not given),6,-7,7,15,8,-10,6,-10,0
CC(C)CN1CCNC(=O)C1CC(=O)N(C)CC1CCOCC1 (stereo not given),1,-10,-21,-19,-21,-85,12,0,-2
O=C(NCCCN1CCOCC1)C(=O)NCC1OCCN1S(=O)(=O)c1cc(F)ccc1F (stereo not given),-6,0,0,6,-2,-2,3,2,-9
CCOc1ccc(CCNC(=O)c2nnc(Cc3ccc(F)cc3)o2)cc1OCC,13,0,3,7,0,12,9,-5,-9
COc1ccc(S(=O)(=O)N2CCOCC2)cc1NC(=O)COC(=O)C1=COCCO1,-6,2,-12,-20,14,41*,5,0,-4
O=C(COc1ccc(Cl)cc1)NCc1nnc2c3ccccc3c(-c3ccccc3)nn12,-6,4,-19,24,5,-16,6,0,-7
